FN deposit inh – inhibitors of fibronectin matrix deposition, primary screen, AH1F cells, Alexa488-fibronectin fluorescence, plate reader; AH1F fibroblasts, overnight; inhibition, % at 12.6 µM; 350,000 compounds, 0.086% hits; AID 743247, 2014;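 active means mean inhibition across replicates of 30% or more, regardless of how many single replicates reach that level; inconclusive means mean under 30% yet at least half of replicates reach 30%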;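 further: positive control wells lacked labelled fibronectin entirely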
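Schedule: 1 h cell adhesion before compound, then overnight fibronectin incubation; test system: AH1F fibroblast monolayer depositing Alexa488-labelled fibronectin into matrix; quantity: 10000 AH1F cells per well; probe or stimulus: fluorescent fibronectin at 24 nM final; signal: fluorescence, ex 485 nm, em 525 nm; evaluation: percent inhibition as loss of matrix-bound fibronectin fluorescence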
EWS-Fli block – EWS/Fli-driven NR0B1 reporter inhibitors, primary screen, A673 cells, NR0B1 luciferase, luminescence, MLPCN library; viability-normalised; inhibition, % at 12.6 µM; 350,000 compounds, 0.67% hits; AID 651661, 2012;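 active means mean inhibition of at least 50% after viability correction, with every replicate also passing that limit; inconclusive means mean reaches 50% but only one of two replicates passes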;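 further: firefly luciferase signal divided by Alamar Blue viability fluorescence both relative to DMSO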
miR-122 sensor – miR-122 Renilla sensor signal increase in Huh7, primary screen, miR-122 inhibitor project, cell-based, single point, plate reader; Huh7 miR-122 Renilla luciferase sensor, 48 h; neutral wells = 0, positive control = 100; AID 602342, 2012; 340,000 compounds, 0.3% hits; activation (reporter increase), % at 12.5 µM;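 active means mean replicate activation score at least 90 and every replicate individually at or above 90; inconclusive means only one of the two criteria met; inactive means neither criterion met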;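 further: higher luciferase means less miR-122 activity so hits act as miR-122 inhibitors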
DENV2 CPE – inhibitors of DENV2 cytopathic effect, primary screen, cell-based, plate reader, single concentration | DENV2-infected cells, cytopathic effect rescue | CPE inhibition, % at 9.99 µM | 350,000 compounds, 1.7% hits; in the data active means CPE inhibition above about 20%, passing the limit was not always enough; inconclusive means no clear call, values can overlap the other calls; tested in BHK-21 cells;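 further: 0% = median of neutral control wells and 100% = median of positive control wells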
GSIS activator – GLuc luminescence reporter in INS-1E cells, primary screen for activators of glucose-dependent secretion of insulin; AID 743287, 2014; activation, % at 16.6 µM; 370,000 compounds, 0.61% hits; INS-1E GLuc reporter insulin secretion, 2-3 h;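 active means lowest replicate activation of at least 40%, so every replicate reaches that level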;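 further: 0% = median of neutral control wells and 100% = median of IBMX positive control wells; some compounds called inactive have numbers as strong as hits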
PAX8 inh HTS – inhibitors of PAX8-driven TPO luciferase reporter, primary screen, RMG-I cells, single concentration | SteadyGlo, 24 h | inhibition, % at 12.6 µM | 360,000 compounds, 1.2% hits | AID 652154, 2013;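 active means mean replicate inhibition at least 60% with every replicate also reaching 60%; inconclusive means only one of the two criteria is met; inactive means mean below 60% and not all replicates reaching 60%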;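 further: luciferase light reporting Pax8 driven TPO promoter activity; plate controls were median of neutral control wells for no effect and mitoxantrone controls for full effect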
F508del corr – F508del CFTR correction, initial screen, CFBE line, single point. 350,000 compounds, 0.36% hits. activity (quench increase), % at 7.58 µM. CFBE cells, YFP halide quenching; stimulated with forskolin plus potentiator P3; % fluorescence drop versus neutral controls;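 active means mean added fluorescence quench of at least 8% versus neutral control, with both replicates also reaching 8%; inconclusive means only one of the mean or replicate conditions met; inactive means mean below 8% and not both replicates reaching 8%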;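 further: cells transiently co-express mutant CFTR-F508del with the halide-sensitive YFP; corrector assay measuring rescue of mutant channel to the surface after 24 h compound exposure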
The depositor's hits bear a star; ? = inconclusive; · = no result given; & = joins results of further samples; [ ] = dose if it differs, or a comment.

structure,FN deposit inh,EWS-Fli block,miR-122 sensor,DENV2 CPE,GSIS activator,PAX8 inh HTS,F508del corr
C[C@H](CO)N1C[C@H](C)[C@H](CN(C)Cc2ccccc2)Oc2ccc(NC(=O)CCCCCC(=O)Nc3ccccc3N)cc2C1=O,·,5,·,12,9,16,-3.0
O=C1NC[C@H](CCCCN2C[C@H](Cc3ccccc3)N(CCC3CCCCC3)C(=O)C2=O)N(CC2CCCCC2)C1=O,3,23,·,-9,0,-11,1.4
C=CC[C@@]1(C(=O)OC)N=C(c2ccc(OCCCO)cc2)O[C@@H]1c1ccccc1,·,-3,·,18,·,3,1.6
CC(=O)N[C@H]1CC[C@H](CCNC(=O)C2CC2)O[C@H]1CO,1,0,-3[16.7 µM],-5,19,10,-0.8
Cc1cc(C(=O)Nc2cccc3c2O[C@@H](CN(C)C(=O)NC(C)C)[C@H](C)CN([C@H](C)CO)C3=O)n(C)n1,-1,18,4[16.7 µM],-5,20,-5,2.1
c1cc2c3c(cccc3c1)NC(c1ccc3c(c1)OCO3)N2,1,-13,-7,3,16,17,-2.3
Cc1nc(-c2ccc(F)cc2)c(CC(=O)N2CCN(S(=O)(=O)c3ccccc3Br)CC2)s1,·,6,1,-1,1,13,-0.4
COc1ccc(N=C2SC(C(=O)Nc3ccc(C(=O)O)cc3)CC(=O)N2Cc2cccs2)cc1 (centres undefined),7,8,2,·,-18,-6,-0.1

Next part; it opens with the four that closed the last part.
structure,FN deposit inh,EWS-Fli block,miR-122 sensor,DENV2 CPE,GSIS activator,PAX8 inh HTS,F508del corr
Cc1cc(C(=O)Nc2cccc3c2O[C@@H](CN(C)C(=O)NC(C)C)[C@H](C)CN([C@H](C)CO)C3=O)n(C)n1,-1,18,4[16.7 µM],-5,20,-5,2.1
c1cc2c3c(cccc3c1)NC(c1ccc3c(c1)OCO3)N2,1,-13,-7,3,16,17,-2.3
Cc1nc(-c2ccc(F)cc2)c(CC(=O)N2CCN(S(=O)(=O)c3ccccc3Br)CC2)s1,·,6,1,-1,1,13,-0.4
COc1ccc(N=C2SC(C(=O)Nc3ccc(C(=O)O)cc3)CC(=O)N2Cc2cccs2)cc1 (centres undefined),7,8,2,·,-18,-6,-0.1
COc1cc(OC)c(C(=O)OCC(=O)NCCc2ccccc2)cc1OC,-2,5,0,3,15,18,-2.3
CCN(c1ccccc1)c1nc(Cl)nc2c1cnn2C,·,-15,-7,·,46*,-23,3.6
CCOC(=O)C1CN(C(=O)OCC)CC1=NNC(N)=O (centres undefined),-2,-1,-2,2,1,-2,-1.4
CNC[C@@H]1Oc2c(NC(=O)c3ccncc3)cccc2C(=O)N([C@H](C)CO)C[C@@H]1C,-3,0,-6[16.7 µM],-5,27,1,-0.7
CCc1ccc(Cc2cnc(NC(=O)C3=NCCN3)s2)cc1,6,8,·,-2,9,14,-0.1
COC(OC)C1(CCc2ccccc2)NC(=O)NC1=O (centres undefined),-1,9,-3,11,12,16,-4.9
Cc1c(C(=O)NCc2ccc(Cl)c(Cl)c2)sc(=O)n1Cc1ccccc1F,3,-3,·,-1,-27,12,3.1
C[C@@H]1CN([C@H](C)CO)C(=O)c2cccc(NS(=O)(=O)c3ccccc3)c2O[C@H]1CN(C)C(=O)Nc1ccc(F)cc1,·,-3,2[16.7 µM],-1,3,-2,-2.4
COc1ccc(C(=O)N2CCCC2(C)C(=O)O)cc1C(F)(F)F (centres undefined),2,-2,3,-6,3,5,1.1
Cc1cc(NC(=O)CCC(=O)N(Cc2cccs2)C(C)(C)C(=O)NC2CCCCC2)no1,-5,4,-7,10,-5,-10,2.7
COc1ccc(C2C(C(=O)NCc3ccccn3)CCC(=O)N2c2cc(OC)c(OC)c(OC)c2)cc1 (centres undefined),4,6,-4,0,-6,3,-2.9
CC(C)NC(=O)Nc1ccc2c(c1)C(=O)N([C@@H](C)CO)C[C@@H](C)[C@H](CN(C)S(=O)(=O)c1ccc(Cl)cc1)O2,·,0,1[16.7 µM],?,9,3,0.1
CC1(C(=O)Nc2ccc3c(c2)OCCO3)CN(S(C)(=O)=O)CC(=O)N1CC(F)(F)F (centres undefined),-7,0,·,10,-8,-18,1.6
Cc1noc(C)c1NC(=O)Nc1ccc2c(c1)C(=O)N([C@@H](C)CO)C[C@@H](C)[C@H](CN(C)Cc1ccc(C(=O)O)cc1)OCCCC[C@@H](C)O2,·,-10,-1[16.7 µM],18,18,-1,0.6
C[C@H]1CN([C@@H](C)CO)C(=O)c2cc(NC(=O)Cc3cn(C)c4ccccc34)ccc2O[C@H]1CN(C)S(=O)(=O)c1cccs1,·,-10,-4[16.7 µM],2,-8,·,0.2
CCOc1ccc2oc(C(=O)N3CC(C)OC(C)C3)c(C)c2c1 (centres undefined),-11,·,-3,1,9,-7,-1.8
COC1OCC(O)C(OC(=O)c2ccccc2)C1OC(=O)c1ccccc1 (centres undefined),-9,7,-1,-3,·,-2,-2.6
Cc1ccccc1OCC(=O)Nc1cc(Cl)ccc1Oc1ccccc1,1,-2,·,-7,12,7,0.8
CC1CCN(S(=O)(=O)c2cn(CC(=O)Nc3cccc(C#N)c3)cn2)CC1,0,18,5,1,4,1,-2.0
CC1Cc2ccccc2N1C(=O)COC(=O)c1ccc(Cl)nc1 (centres undefined),-9,1,0,-2,10,23,-0.4
NC(=O)c1sc2cc(C(F)(F)F)cnc2c1-c1ccccc1,3,4,·,6,24,-3,2.4
Cc1ccccc1CNC(=O)c1ccccc1SCC(=O)NCc1ccco1,4,2,12,-2,-4,17,1.4
O=C(NCc1ccco1)C(=S)N1CCCC1,3,5,-4,12,-3,9,-3.7
COc1ccc(C2=Nn3c(nnc3-c3cccnc3)SC2)cc1,-12,·,-11,·,27,11,·

GSIS activator: entries above that show a hit
Compound	miR-122 sensor	DENV2 CPE	GSIS activator	F508del corr
CCN(c1ccccc1)c1nc(Cl)nc2c1cnn2C	-7	·	46*	3.6

Following part.
structure,FN deposit inh,EWS-Fli block,miR-122 sensor,DENV2 CPE,GSIS activator,PAX8 inh HTS,F508del corr
CC1CCCN(S(=O)(=O)c2ccc(NC(=O)[C@@H]3CCCN3C(=O)c3cccs3)cc2)C1 (some centres undefined),1,13,-1,4,-13,-1,0.2
C[C@H]1CN([C@@H](C)CO)C(=O)c2cccc(NC(=O)C3CC3)c2O[C@H]1CN(C)Cc1ccc(C(=O)Nc2ccccc2N)cc1,·,18,8[16.7 µM],9,9,·,-2.3
CC(C)C#Cc1ccc([C@H]2[C@@H](CO)N3CCCCN(C(=O)Nc4ccccc4)C[C@H]23)cc1,·,2,0[16.7 µM],-25,-9,7,1.3
Cc1ccc(CN(CC(=O)NCC2CCCO2)S(=O)(=O)c2ccc(C)cc2)cc1 (centres undefined),-4,0,0,14,17,9,2.2
CC(=O)N1CCN(c2cc3c(cc2F)c(=O)c(C(=O)O)cn3C2CC2)CC1,-7,2,-1,4,17,12,3.1
CCN1C(=O)CSc2ccc(C(=O)NCc3ccco3)cc21,·,5,7,2,-3,·,-0.1
COc1cccc(NC(=O)CSc2nnc(-c3cccc(OC(C)C)c3)n2N)c1,-13,·,-7,·,·,4,·
Cc1noc(C)c1NC(=O)Nc1ccc2c(c1)CC(=O)N([C@H](C)CO)C[C@H](C)[C@@H](CN(C)Cc1ccc(C(=O)Nc3ccccc3N)cc1)O2,-18,6,-7[16.7 µM],5,3,-10,0.4
COc1ccc(CNC(=O)C[C@H]2CC[C@H]3[C@H](COc4ccc(NC(=O)C(C)C)cc4C(=O)N3C)O2)cc1,-11,-6,-35[16.7 µM],·,4,6,1.7
CC(C)NC(=O)N(C)C[C@H]1Oc2ccc(NC(=O)Nc3ccc4c(c3)OCO4)cc2C(=O)N([C@H](C)CO)C[C@@H]1C,-5,0&5,-2[16.7 µM],1&11,7&-10,-5,1.7&-0.1
CNc1cccc(-c2cc(OC)ccc2OC)n1,1,9,-8,1,·,-16,0.9
COCC#Cc1ccc2c(c1)O[C@@H](CN(C)Cc1ccc(F)cc1)[C@@H](C)CN([C@@H](C)CO)S2(=O)=O,-7,-6,-8[16.7 µM],5,-14,·,1.2
C/C(=N\NC(=O)c1c(Cl)c(C)nn1C)c1cccc(NC(=O)c2cccc(F)c2)c1,·,·,·,13,-2,-20,1.7
CCCCCNc1nc(-c2ccccc2)nc(-n2ccnc2)n1,-3,17,-2,-1,7,6,-1.9
CCNC(=O)[C@H]1[C@H](CO)[C@H]2Cn3c(ccc(-c4ccc(F)cc4)c3=O)[C@@H]1N2C(C)=O,·,-4,6[16.7 µM],6,6,0,-2.3
COC(=O)c1c(NC(=O)COC(=O)CCNS(=O)(=O)c2ccc(NC(C)=O)cc2)sc(C)c1C,·,4,·,17,-4,1,-8.0
C[C@H](CO)N1C[C@H](C)[C@@H](CN(C)S(=O)(=O)c2ccccc2F)OCc2cn(nn2)CCCC1=O,-10,-11&-6,0&3[16.7 µM],0,6,-2,-2.3&-1.6
O=C(COc1ncnc2c1cnn2-c1ccccc1)Nc1ccc(S(=O)(=O)N2CCCCC2)cc1,·,8,0,·,-6,24,·
Cc1noc(C)c1S(=O)(=O)Nc1ccc2c(c1)C(=O)N([C@@H](C)CO)C[C@H](C)[C@H](CN(C)S(=O)(=O)c1ccc(F)cc1)O2,·,15,-4[16.7 µM],2,-3,·,4.8
COC(=O)c1c(NC(=O)c2ccccc2)sc(Cc2ccccc2)c1C,4,·,9,·,-11,-4,·
O=C(CSc1nnnn1-c1cccc(C(=O)O)c1)NC(c1ccccc1)c1ccccc1,-3,-4,1,11,-8,-4,0.4
Cc1ccc(-c2ccc([C@H]3[C@H](CO)N4CCCCN(C(=O)c5ccc(F)cc5)C[C@@H]34)cc2)cc1,·,10,-1[16.7 µM],-22,-21,-10,-7.1
CN(C)S(=O)(=O)c1ccc2c(c1)C(CC(=O)O)OC2=O (centres undefined),1,·,-3,·,·,11,·
O=C(O)c1ccccc1C(=O)c1ccc(-c2ccccc2)cc1,-1,-6,-3,0,-8,-8,-3.6
CC1(C)CC(=O)C(C(=O)c2ccccc2)C(=O)C1Cl (centres undefined),1,3,-3,-6,0,15,-2.4
COc1cc(NC(=O)NNC(=O)c2cc3occc3n2C)cc(OC)c1OC,12,-2,·,-2,-11,7,-5.9
Cc1cc(C)cc(NC(=S)N=Nc2c(O)n(C)c3ccc(S(=O)(=O)N4CCOCC4)cc23)c1,0,22,-1,-5,·,27,·
Cc1cccc(NC(=O)c2ccc3nsnc3c2)c1C,-6,0,-10,·,-3,-9,-2.1
O=C(c1[nH]ncc1-c1cccc(Br)c1)C1CO1 (centres undefined),-13,6,·,2,0,28,11*

One compound at a time, as listed above. Order of screens: FN deposit inh	EWS-Fli block	miR-122 sensor	DENV2 CPE	GSIS activator	PAX8 inh HTS	F508del corr
Shown for COc1cc(NC(=O)NNC(=O)c2cc3occc3n2C)cc(OC)c1OC = 12	-2	·	-2	-11	7	-5.9
Shown for Cc1cc(C)cc(NC(=S)N=Nc2c(O)n(C)c3ccc(S(=O)(=O)N4CCOCC4)cc23)c1 = 0	22	-1	-5	·	27	·

Source: PubChem (Broad Institute)
